# KCNK3 block = human KCNK3 channel inhibition, primary screen; O14649; CHO-KCNK3 thallium flux, FluxOR fluorescence; stronger effect = lower value; B-score at 10 µM; 340,000 tested, 0.84% active;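 active = B-score under library mean minus 4 SD, starting fluorescence ratio at most library mean plus 5 SD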;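 also: more negative B-score means stronger inhibition of thallium flux through KCNK3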
# HDAC3 inh = human HDAC3 inhibition; AID 2718; 320,000 tested, 0.15% active; recombinant HDAC3, fluorogenic peptide/trypsin coupled, fluorescence; inhibition, % at 8.3 µM; in the data active = inhibition above about 26%, passing the limit was not always enough
# Target sequence (O15379 whole entry, looked up): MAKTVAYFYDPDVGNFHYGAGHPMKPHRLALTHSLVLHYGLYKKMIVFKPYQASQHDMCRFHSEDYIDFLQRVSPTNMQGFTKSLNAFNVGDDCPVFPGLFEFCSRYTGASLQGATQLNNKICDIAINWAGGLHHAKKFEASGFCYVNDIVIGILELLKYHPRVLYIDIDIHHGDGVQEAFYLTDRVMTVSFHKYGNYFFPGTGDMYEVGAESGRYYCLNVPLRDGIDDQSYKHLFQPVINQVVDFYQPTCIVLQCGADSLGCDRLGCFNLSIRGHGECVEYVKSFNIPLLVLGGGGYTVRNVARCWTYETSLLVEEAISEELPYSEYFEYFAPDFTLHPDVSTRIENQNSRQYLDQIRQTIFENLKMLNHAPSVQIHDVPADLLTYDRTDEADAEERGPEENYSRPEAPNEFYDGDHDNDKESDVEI
# GSK3 alpha inh = human GSK-3 alpha kinase inhibition; P49840; ADP-Glo luminescence, 60 min; inhibition, % at 10 µM; 320,000 tested, 0.1% active; AID 2650;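 in the data active = inhibition above about 50%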;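 also: GST-tagged GSK-3 alpha with peptide substrate and 25 µM ATP; 0% = DMSO neutral wells and 100% = GW8510 positive control wells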
# Target sequence (P49840 whole entry, looked up): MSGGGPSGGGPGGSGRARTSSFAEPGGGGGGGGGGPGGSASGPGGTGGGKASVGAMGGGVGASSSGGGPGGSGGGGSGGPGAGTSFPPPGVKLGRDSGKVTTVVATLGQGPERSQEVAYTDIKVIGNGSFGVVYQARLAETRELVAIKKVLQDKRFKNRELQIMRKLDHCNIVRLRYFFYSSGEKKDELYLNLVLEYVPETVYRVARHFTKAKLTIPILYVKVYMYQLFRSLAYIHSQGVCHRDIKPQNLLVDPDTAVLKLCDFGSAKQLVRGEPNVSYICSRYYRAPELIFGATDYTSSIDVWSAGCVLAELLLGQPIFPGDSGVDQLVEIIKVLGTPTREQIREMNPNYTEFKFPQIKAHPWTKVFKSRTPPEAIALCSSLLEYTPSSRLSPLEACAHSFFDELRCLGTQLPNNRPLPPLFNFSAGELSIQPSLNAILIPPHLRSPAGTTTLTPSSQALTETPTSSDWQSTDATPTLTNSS
# DYRK1A inh = blocks rat Dyrk1A kinase activity. Q63470. ADP-Glo luminescence, NFATc1 peptide. inhibition, % at 12.5 µM. 310,000 tested, 0.43% active. AID 504441; in the data active = inhibition above about 50%;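 also: plate controls were vehicle with enzyme for no effect and no enzyme for full effect; many of its hits are not listed in these tables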
# Starred values were filed as active, the others as inactive; i = inactive. These rows are one share of the data; count on the stated rates, not on these rows.
# Abbreviations – A = KCNK3 block; B = HDAC3 inh; C = GSK3 alpha inh; D = DYRK1A inh
O=C1CN(C(=O)COC(=O)CCS(=O)(=O)c2ccccc2Cl)c2ccccc2N1
  A = i; B = 2.0; C = 0.6; D = -2.8

COc1ccc(N2CCN(C(=O)c3cc4c(s3)CCCCC4)CC2)cc1
  A = i; B = 7.0; C = -1.3; D = -1.2

Cc1cnc(NC(=O)CSc2nnc(-c3ccc(Cl)cc3Cl)n2N)s1
  A = i; B = 5.0; C = -1.8; D = -3.6

COc1ccc(O)c(C(=O)c2cnn(S(=O)(=O)c3ccc(C)cc3)c2)c1
  A = i; B = -5.3; C = 0.9; D = 1.9

CC(C)(C)OC(=O)C[C@@H]1C/C=C\C[C@H](CC(=O)N[C@@H](CO)Cc2ccccc2)C(=O)N[C@H](C(C)(C)C)COC1=O
  A = i; B = 1.3; C = 1.6; D = -2.1

Cc1cc(C(=O)CN2C(=O)c3ccccc3S2(=O)=O)c(C)n1C(C)C
  A = i; B = 13.8; C = -1.4; D = 0.2

Cc1cc(NC(=O)CSc2nccn2-c2cccc(F)c2)no1
  A = i; B = -3.5; C = -3.2; D = -0.1

CCC(=O)N(Cc1cccs1)C1CCOC(C)(C)C1 (configuration not stated)
  A = i; B = -6.1; C = -1.4; D = -13.1

Cc1ccc(C)c(SCC(=O)Nc2ccc(C)c(S(=O)(=O)N3CCOCC3)c2)c1
  A = i; B = 5.3; C = -1.1; D = 1.5

COc1ccc(N2C(=NC(=O)c3ccc(Br)cc3)SC3CS(=O)(=O)CC32)cc1 (configuration not stated)
  A = i; B = -5.7; C = -2.3; D = -5.7

O=C1N[C@@H](c2ccccc2)COC(=O)[C@@H](Cc2ccc(F)cc2)C/C=C\C[C@H]1CC(=O)N(CCO)Cc1ccccc1
  A = i; B = 5.4; C = -2.3; D = -3.4

Cc1cccc(OCC(=O)OCC(=O)Nc2sccc2C(N)=O)c1
  A = i; B = 3.4; C = 0.9; D = 14.0

N#Cc1ccccc1S(=O)(=O)N1CCN(C(=O)CCc2ccccc2)CC1
  A = i; B = 0.8; C = -1.3; D = -3.0

CCc1ccc(NC(=O)COC(=O)CCC2CCCC2)cc1
  A = i; B = 7.7; C = -4.0; D = 0.3

CC(C)(C)OC(=O)N1CCC(NC(=O)c2nc[nH]c2C(=O)NCc2ccccc2)CC1
  A = i; B = 7.6; C = 0.6; D = 29.8

# Next section:
# Abbreviations – A = KCNK3 block; B = HDAC3 inh; C = GSK3 alpha inh; D = DYRK1A inh
CCOC(=O)[C@H]1[C@H]2COc3ccc(Cl)cc3[C@@H]2N2C(=O)CN(Cc3ccc(Cl)cc3)C(=O)[C@@]12C
  A = i; B = 0.5; C = -4.6; D = -4.1

Brc1ccc(N=C/C=C/C=C/Nc2ccc(Br)cc2)cc1
  A = i; B = -0.7; C = -0.2; D = -3.2

O=C(COC(=O)CNC(=O)c1ccc(Cl)c([N+](=O)[O-])c1)NNC(=O)c1ccccc1F
  A = i; B = 12.2; C = -1.3; D = 5.5

CC1CCCC(NC(=O)COC(=O)c2ccc(Cl)nc2)C1C (configuration not stated)
  A = i; B = 9.8; C = -1.0; D = 0.2

COc1ccccc1C(=O)NS(=O)(=O)c1ccc(C)cc1
  A = i; B = -0.4; C = -0.5; D = 0.6

Cc1ccc(CN2CC(=O)N3[C@H]4c5ccccc5OC[C@@H]4[C@H](c4ccccc4)[C@]3(C)C2=O)cc1
  A = i; B = -4.9; C = -0.5; D = 7.7

CCSc1nc(-c2ccccc2)cc(=O)[nH]1
  A = i; B = 1.5; C = -4.9; D = 19.9

CCN(C(=O)CSc1cccc[n+]1[O-])C1CCCCC1
  A = i; B = 2.2; C = -1.9; D = 2.7

Cc1ccc(S(=O)(=O)N(C)C)cc1NC(=O)C(C)OC(=O)C1CCC1 (configuration not stated)
  A = i; B = 2.3; C = -1.7; D = -5.8

Clc1ccc(-n2nnnc2-c2ccccc2)cc1Cl
  A = i; B = -0.3; C = -1.4; D = 2.4

Cc1cccc(N(Cc2ccccc2)C(=O)CN2C(=O)NC3(CCCCC3C)C2=O)c1 (configuration not stated)
  A = i; B = 2.1; C = 1.7; D = 5.0

COc1ccc(CCC2(C)NC(=O)N(C(C)C(=O)Nc3ccccc3F)C2=O)cc1 (configuration not stated)
  A = i; B = -2.2; C = 1.9; D = 0.4

CCOC(=O)[C@H]1[C@H]2COc3ccc(C)cc3[C@@H]2N2C(=O)c3cc(OC)c(OC)cc3NC(=O)[C@@]12C
  A = i; B = 3.4; C = -2.1; D = 1.6

COc1ccc(S(=O)(=O)N2CCN(CC(=O)NCC3(N4CCOCC4)CCCCC3)CC2)cc1
  A = i; B = -0.2; C = -0.2; D = -1.2

Cc1ccc(SCC(=O)N(C)C2CCS(=O)(=O)C2)c(C)c1 (configuration not stated)
  A = i; B = 2.9; C = -1.2; D = 0.6

# Continued:
# Abbreviations – A = KCNK3 block; B = HDAC3 inh; C = GSK3 alpha inh; D = DYRK1A inh
O=C(COC(=O)CN1CCSC1=O)Nc1ccc(F)cc1Cl
  A = i; B = -1.6; C = -3.2; D = -0.1

O=C(Cc1c(F)cccc1Cl)NNC(=O)c1ccc(Br)s1
  A = i; B = 9.1; C = -0.6; D = -5.0

CCC(C)(O)C(=O)N[C@H]1CCCN1C(=O)/C=C/c1ccccc1 (some centres not stated)
  A = i; B = 13.3; C = -0.9; D = 1.0

COc1ccc(NC(=O)C(C)(C)Oc2ccc(Cl)cc2)cn1
  A = i; B = 1.4; C = -2.3; D = 3.6

CC(=O)Nc1ccc(C(=O)OCC(=O)N(c2ccccc2)C2CCCCC2)cc1
  A = i; B = 8.3; C = 0.0; D = -5.4

CSc1ncccc1C(=O)OCC(=O)NC1CCC(C)CC1 (configuration not stated)
  A = i; B = 1.2; C = -4.7; D = -1.7

O=[N+]([O-])c1cc(S(=O)(=O)NCCc2ccccn2)ccc1Cl
  A = i; B = 8.0; C = 0.0; D = -0.9

Cc1cc(C(=O)OCC(=O)NC2CC2)ccc1[N+](=O)[O-]
  A = i; B = -2.6; C = 4.6; D = 0.6

CN(Cc1ccc(OC(F)F)cc1)C(=O)C1CCN(S(=O)(=O)c2ccc3c(c2)OCCO3)CC1
  A = i; B = 13.4; C = 1.5; D = 1.7

COc1cccc(CNC(=O)c2cc(=O)[nH]c3ccc(S(=O)(=O)N4CCOCC4)cc23)c1
  A = i; B = 4.0; C = -1.5; D = -1.7

O=C(c1ccncc1)N1CCN(S(=O)(=O)c2ccccc2F)CC1
  A = i; B = 6.3; C = -3.3; D = -3.1

COc1ccc(CN(C)C(=O)c2ccc(NS(=O)(=O)c3ccc4[nH]c(=O)[nH]c4c3)cc2)c(OC)c1OC
  A = i; B = -2.1; C = -2.7; D = 8.1

C=CC(COCc1ccccc1)N([C@@H](Cc1ccccc1)C(=O)OC)S(=O)(=O)c1ccccc1Br (some centres not stated)
  A = i; B = -2.9; C = -2.4; D = -5.0

NC(=O)C1CCN(C(=O)C(Cc2ccccc2)NC(=O)c2ccccc2)CC1 (configuration not stated)
  A = i; B = -6.2; C = -2.3; D = -0.9

CC(OC(=O)c1ccc(F)c(S(=O)(=O)N2CCOCC2)c1)C(=O)NCC1CCCCC1 (configuration not stated)
  A = i; B = -4.6; C = 6.3; D = 4.6

# Later entries
# Abbreviations – A = KCNK3 block; B = HDAC3 inh; C = GSK3 alpha inh; D = DYRK1A inh
CCOC(=O)c1ccccc1NC(=O)CSc1nc2ccccc2c(=O)n1CCCN1CCOCC1
  A = -11.2*; B = -1.0; C = -0.6; D = -0.7

O=C(CN1C(=O)NC2(CCCCCC2)C1=O)Nc1ccc(Br)cc1Br
  A = i; B = 4.7; C = -0.6; D = -1.7

Cc1cc(C(=O)COC(=O)c2cccnc2Cl)c(C)n1C
  A = i; B = -3.1; C = -0.3; D = -0.8

Cc1nc(SCC(=O)NCC2CCCO2)nc(C)c1C (configuration not stated)
  A = i; B = 0.1; C = 0.2; D = -8.3

Cc1c(Cl)cccc1NC(=O)CNC(=O)CCS(=O)(=O)c1ccc(F)cc1
  A = i; B = 1.4; C = 0.0; D = 0.0

COc1ccc(C2=NCCn3nc4cc(OC)ccc4c32)cc1
  A = i; B = -1.8; C = 3.0; D = 20.3

COc1cc(C(=O)N2CCC(C(N)=O)CC2)ccc1OCc1c(C)noc1C
  A = i; B = 1.2; C = -1.1; D = 0.0

CSc1ccccc1C(=O)OCC(=O)Nc1ccc(N2CCOCC2)cc1
  A = i; B = -3.4; C = 0.9; D = -6.7

CN=C(Nc1cccc(S(=O)(=O)N2CCOCC2)c1)c1ccccc1
  A = i; B = -7.3; C = 1.6; D = -1.9

COCCN(Cc1ccccc1)C(=O)Cc1ccc(S(=O)(=O)N2CCOCC2)s1
  A = i; B = -2.4; C = -2.6; D = 10.1

CCCCN(C(=O)c1cc2c(s1)CCCCC2)c1c(N)n(CCC)c(=O)[nH]c1=O
  A = i; B = -0.8; C = -1.9; D = -0.5

O=C(COC(=O)C1CCCCC1)Nc1cccc(F)c1
  A = i; B = 5.4; C = -0.3; D = 0.4

O=C(NCC(=O)N1CCN(C(=O)c2ccccc2)CC1)c1ccc(Cl)cc1Cl
  A = i; B = -3.4; C = 9.6; D = 4.5

COC(=O)c1c(C)[nH]c(C(=O)C(C)OC(=O)c2cc(C)oc2C)c1C (configuration not stated)
  A = i; B = 4.4; C = -1.5; D = 2.2

CCn1c(SCC(=O)Nc2ccc3[nH]c(=O)[nH]c3c2)nc2ccccc21
  A = i; B = -2.7; C = 6.9; D = 5.7

# Some of the entries so far, with the structure last.
KCNK3 block	HDAC3 inh	GSK3 alpha inh	DYRK1A inh	Compound
-11.2*	-1.0	-0.6	-0.7	CCOC(=O)c1ccccc1NC(=O)CSc1nc2ccccc2c(=O)n1CCCN1CCOCC1
i	4.7	-0.6	-1.7	O=C(CN1C(=O)NC2(CCCCCC2)C1=O)Nc1ccc(Br)cc1Br
i	-3.1	-0.3	-0.8	Cc1cc(C(=O)COC(=O)c2cccnc2Cl)c(C)n1C
i	0.1	0.2	-8.3	Cc1nc(SCC(=O)NCC2CCCO2)nc(C)c1C (configuration not stated)
i	1.4	0.0	0.0	Cc1c(Cl)cccc1NC(=O)CNC(=O)CCS(=O)(=O)c1ccc(F)cc1
i	-1.8	3.0	20.3	COc1ccc(C2=NCCn3nc4cc(OC)ccc4c32)cc1
i	1.2	-1.1	0.0	COc1cc(C(=O)N2CCC(C(N)=O)CC2)ccc1OCc1c(C)noc1C
i	-3.4	0.9	-6.7	CSc1ccccc1C(=O)OCC(=O)Nc1ccc(N2CCOCC2)cc1
i	-7.3	1.6	-1.9	CN=C(Nc1cccc(S(=O)(=O)N2CCOCC2)c1)c1ccccc1
i	-2.4	-2.6	10.1	COCCN(Cc1ccccc1)C(=O)Cc1ccc(S(=O)(=O)N2CCOCC2)s1

# The listing continues.
# Abbreviations – A = KCNK3 block; B = HDAC3 inh; C = GSK3 alpha inh; D = DYRK1A inh
Cc1ccc(C(=O)OCC(=O)Nc2cc(C(C)(C)C)no2)c(C)c1
  A = i; B = 6.5; C = 4.7; D = -3.6

Cn1nnnc1Sc1ncnc2scc(-c3ccccc3Br)c12
  A = i; B = -3.5; C = 2.8; D = 24.3

COc1cc(C(=O)OCCNC(=O)c2cccnc2)cc(OC)c1OC
  A = i; B = -0.6; C = -2.1; D = -1.5

COc1ccc(NS(=O)(=O)c2ccc(C(=O)N3CCCCCC3)cc2)cc1
  A = i; B = -0.7; C = -1.1; D = -0.3

O=C(COC(=O)c1ccc([N+](=O)[O-])o1)Nc1ccc2c(c1)OCO2
  A = i; B = 2.6; C = -1.3; D = -4.4

Cc1csc(SCC(=O)NC2CCS(=O)(=O)C2)n1 (configuration not stated)
  A = i; B = -4.4; C = 0.7; D = 2.3

O=C(COc1c(F)c(F)cc(F)c1F)NNC(=O)CC1CCS(=O)(=O)C1 (configuration not stated)
  A = i; B = -6.5; C = 2.6; D = -6.7

NC(=O)C1CCN(C(=O)C2CC(=O)N(c3ccc4c(c3)OCCO4)C2)CC1 (configuration not stated)
  A = i; B = -0.1; C = -0.5; D = -4.8

COc1ccc(S(=O)(=O)N2CCCCC2)cc1NC(=O)Cc1ccsc1
  A = i; B = -8.5; C = -1.3; D = 6.8

C=CC[C@H](CC(=O)N(CCO)Cc1ccccc1)C(=O)N[C@H](COC(=O)[C@@H](CC=C)Cc1ccc(F)cc1)C(C)(C)C
  A = i; B = 20.2; C = 3.2; D = 1.2

CN(Cc1ccccc1)C(=O)CNC(=O)C12CC3CC(CC(C3)C1)C2
  A = i; B = 2.7; C = -3.4; D = 1.5

Cc1ccccc1-n1sc2cc(F)ccc2c1=O
  A = i; B = 19.5; C = -3.2; D = 0.3

Cc1nc2ncnn2c(N2CCC(C(=O)NCC3CCCO3)CC2)c1Cc1ccccc1 (configuration not stated)
  A = i; B = -0.5; C = -1.4; D = 3.3

CC(=O)Nc1ccc(S(=O)(=O)Nc2nc3ccccc3nc2Nc2ccc(C(=O)O)c(O)c2)cc1
  A = i; B = -1.8; C = -3.4; D = 8.3

CCN1CCN(c2ccc(S(=O)(=O)N3CCCCC3)cc2N)CC1
  A = i; B = 0.4; C = -0.8; D = -0.4

O=C(COC(=O)c1cc(=O)[nH]c2ccccc12)NCc1ccc(F)cc1
  A = i; B = 0.0; C = 2.0; D = 3.0

CCCC(C)C1c2c(c(C)c(C)oc2=O)Oc2c(C)c(C)oc(=O)c21 (configuration not stated)
  A = i; B = 1.6; C = -0.6; D = 7.0

Nc1ccn(CC(=O)NCCCc2ccccc2)c(=O)n1
  A = i; B = -1.1; C = 0.1; D = 8.0

# Assay outcomes (PubChem BioAssay)
